Source: PubChem
ROS inducer – cancer cell ROS induction; hit rate 2% among 46,000; ROS induction (% of piperlongumine), % at 10 µM; U2OS ROS induction, H2DCF-DA fluorescence; in the data active = ROS induction above about 79%, passing the limit was not always enough;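 note: 0% = DMSO vehicle median and 100% = reference compound median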
* hit, by the source's call. An excerpt, so the mix of outcomes need not match the whole.

Structure | ROS inducer
CC1CC(=O)c2cc(O)c(O)cc2C1 (stereo unspecified) | 0
C[C@@H]1CN([C@H](C)CO)C(=O)Cc2cc(N(C)C)ccc2O[C@H]1CN(C)S(=O)(=O)c1ccc(Cl)cc1 | -8
Cc1cc(C(=O)Nc2cccc3c2O[C@H](CN(C)C(=O)NC(C)C)[C@@H](C)CN([C@H](C)CO)C3=O)n(C)n1 | -5
COc1cc2c(cc1NC(=O)CSc1nnc(N)s1)oc1ccccc12 | 3
CCOc1ccc(NS(=O)(=O)N(C)C)cc1 | -14
COC(=O)C1=CO[C@@H](O[C@@H]2O[C@H](CO)[C@@H](O)[C@H](O)[C@H]2O)[C@H]2[C@@H]1[C@H](OC(=O)/C=C/c1ccc(O)cc1)C[C@]2(C)OC(C)=O | 3
O=C1CSc2cc(S(=O)(=O)N3CCC(Cc4ccccc4)CC3)ccc2N1 | 22
CC(NC(=O)Cn1cc(Br)c([N+](=O)[O-])n1)c1ccccc1 (stereo unspecified) | -7
C[C@@H]1CN([C@H](C)CO)C(=O)Cc2cc(NC(=O)Nc3ccccc3)ccc2O[C@@H]1CN(C)C | -6
COc1ccc(NC(=O)N(C)C[C@H]2Oc3c(NC(=O)CCCCCC(=O)Nc4ccccc4N)cccc3C(=O)N([C@@H](C)CO)C[C@H]2C)cc1 | -12
C[C@H](CO)N1C[C@H](C)[C@@H](CN(C)Cc2ccc(Cl)c(Cl)c2)Oc2ccc(NC(=O)c3ccncc3)cc2C1=O | -2
COc1ccc(Br)c(/C=N/NC(=O)c2ccccc2O)c1 | -3
C[C@@H]1CN([C@@H](C)CO)C(=O)c2cccc(NC(=O)Nc3ccc4c(c3)OCO4)c2O[C@H]1CN(C)CC1CCCCC1 | 4
C[C@@H]1CN([C@H](C)CO)C(=O)Cc2cc(NS(=O)(=O)c3ccc(Cl)cc3)ccc2O[C@H]1CN(C)Cc1ccc2c(c1)OCO2 | 24
Cc1ccc(S(=O)(=O)Nc2cccc3c2O[C@@H](CN(C)C(=O)Nc2cccc4ccccc24)[C@H](C)CN([C@H](C)CO)C3=O)cc1 | -3
C[C@@H]1CN([C@@H](C)CO)C(=O)c2cc(NC(=O)Cc3ccccc3)ccc2O[C@H]1CN(C)Cc1ccc2c(c1)OCO2 | 32
COC(=O)C1=C(N)OC2=C(CCCC2=O)C1c1cccnc1 (stereo unspecified) | -6
COC(=O)Cn1c(C(=O)OC)ccc1-c1ccco1 | -3
CC1=NNC(=O)C1Cc1ccccc1 (stereo unspecified) | -5
C[C@H](CO)N1C[C@H](C)[C@@H](CN(C)CC2CCCCC2)Oc2c(NC(=O)C3CCCCC3)cccc2C1=O | 2
O=C(Nc1cccc2ccccc12)C1CCCN1S(=O)(=O)c1ccccc1 (stereo unspecified) | -2
C[C@@H]1CN([C@@H](C)CO)C(=O)c2cccc(NS(=O)(=O)c3ccc(Cl)cc3)c2O[C@@H]1CN(C)S(=O)(=O)c1cccs1 | -5
C[C@@H]1CN([C@H](C)CO)C(=O)c2cccc(NC(=O)Nc3cccc4ccccc34)c2O[C@@H]1CN(C)C(=O)Nc1ccc(C(F)(F)F)cc1 | 26
C[C@@H]1CN([C@@H](C)CO)C(=O)c2cccc(NC(=O)C3CCCCC3)c2O[C@@H]1CN(C)Cc1ccc2c(c1)OCO2 | -4
Cc1cc(C(=O)NCCCn2ccnc2)cs1 | -8
C[C@H]1CN([C@@H](C)CO)C(=O)c2cc(NS(=O)(=O)c3cccs3)ccc2O[C@H]1CN(C)Cc1ccc(Cl)c(Cl)c1 | 17
C[C@@H]1CN([C@H](C)CO)C(=O)c2cccc(NS(=O)(=O)c3cn(C)cn3)c2O[C@H]1CN(C)Cc1ccc2c(c1)OCO2 | 0
Cc1cc(C)c(Cn2c(SCc3cccc(F)c3)nc3ccncc32)c(C)c1 | 32
C[C@@H]1CN([C@H](C)CO)C(=O)c2cccc(NC(=O)c3cnccn3)c2O[C@H]1CN(C)C(=O)Nc1ccc(F)cc1 | -10
Cc1ccn2cc(-c3cccc(NS(=O)(=O)c4cccc([N+](=O)[O-])c4)c3)nc2c1 | 7
COc1ccc(NC(=O)Nc2ccc3c(c2)CC(=O)N([C@H](C)CO)C[C@H](C)[C@H](CN(C)Cc2ccncc2)O3)cc1 | 0
C[C@H](CO)N1C[C@H](C)[C@H](CN(C)C(=O)NC2CCCC2)OCc2cn(nn2)CCCC1=O | -14
Cc1c(CN2CCc3ccccc3C2)sc2ccccc12 | -1
COc1cc(-c2nnc(SCC(=O)c3ccc(Cl)cc3)n2-c2ccccc2)cc(OC)c1OC | 0
C[C@H](CO)N1C[C@H](C)[C@H](CN(C)S(=O)(=O)c2cccs2)Oc2ccc(NC(=O)Cn3cnnn3)cc2C1=O | -3
COc1cc(C(=O)NCc2cccnc2)c([N+](=O)[O-])cc1OC | -8
CC(C)CC1NC(=O)C(CC(C)C)N(O[C@@H]2O[C@H](COC(=O)CCC(=O)O)[C@@H](O)[C@H](O)[C@H]2O)C1=O (stereo partly specified) | -8
CCc1nn(C(C)C(=O)NCCN2CCN(c3cccc(C)c3C)CC2)c(=O)c2cc3occc3n12 (stereo unspecified) | 5
C[C@H](CO)N1C[C@H](C)[C@H](CN(C)S(C)(=O)=O)Oc2c(NC(=O)Nc3ccc4c(c3)OCO4)cccc2C1=O | -3
CC(C)(C)c1csc(Cc2ccccc2Cl)n1 | -3
COc1ccc(-c2cnc3c(c2)C(=O)N([C@H](C)CO)C[C@H](C)[C@H](CN(C)Cc2ccncc2)O3)cc1 | 9
C[C@@H]1CN([C@H](C)CO)C(=O)c2cc(NC(=O)CCCCCC(=O)Nc3ccccc3N)ccc2O[C@@H]1CN(C)C(=O)Nc1ccccc1 | -11
C[C@@H]1CCCCO[C@H](CN(C)S(=O)(=O)c2cccs2)[C@@H](C)CN([C@H](C)CO)C(=O)c2cc(NS(=O)(=O)c3cccs3)ccc2O1 | 24
C[C@@H]1CN([C@@H](C)CO)C(=O)c2cccc(NC(=O)c3ccc(-c4nccs4)cc3)c2O[C@H]1CN(C)Cc1ccc(Oc2ccccc2)cc1 | 54
COC(=O)C1C(=O)NC(SCc2ccccc2)=C(C#N)C1c1ccccc1 (stereo unspecified) | 5
CCC1Oc2ccccc2N(CC(=O)N2CC(C)CC(C)C2)C1=O (stereo unspecified) | -10
C[C@@H]1CN([C@@H](C)CO)C(=O)c2cccc(NS(=O)(=O)c3ccc(Cl)cc3)c2O[C@H]1CN(C)C(=O)NC1CCCCC1 | -6
CCN(CC)S(=O)(=O)c1ccc(Cl)c(C(=O)Oc2ccc(C)cc2-n2nc3ccccc3n2)c1 | 14
C[C@@H]1CN([C@H](C)CO)C(=O)c2cccc(NC(=O)Nc3ccccc3)c2O[C@@H]1CN(C)Cc1ccccc1 | 11
C[C@@H]1CN([C@@H](C)CO)C(=O)c2cc(NC(=O)c3ccncc3)ccc2O[C@@H]1CN(C)C(=O)Nc1ccc(F)cc1 | -6
CCOc1ccc(NC(=O)C(C)n2nc([N+](=O)[O-])c(Br)c2C)cc1 (stereo unspecified) | -5
CCOc1ccc(C(=O)CSc2nnc(-c3ccncc3)n2-c2ccc(C)cc2)cc1 | 5
Cc1ccc(S(=O)(=O)N(C)C[C@H]2Oc3c(NC(=O)c4ccncc4)cccc3C(=O)N([C@@H](C)CO)C[C@H]2C)cc1 | 1
COc1ccc(CN(C)C[C@@H]2Oc3ccc(NC(=O)Nc4c(C)noc4C)cc3CC(=O)N([C@@H](C)CO)C[C@@H]2C)cc1 | -4
CS(=O)(=O)N(CC(=O)Nc1ccc(C(F)(F)F)cc1)c1cccc(C(F)(F)F)c1 | -10
Clc1cccc(Cl)c1-c1cc(-c2ccccn2)on1 | -1
CCn1c(SCC(=O)Nc2cccc(SC)c2)nnc1-c1cc2cc(Br)ccc2o1 | -5
C[C@H]1CN([C@@H](C)CO)C(=O)CCCn2nncc2CO[C@H]1CN(C)C(=O)Nc1cccc2ccccc12 | 10
O=C(NO)c1ccc(C(=O)N/N=C/c2ccc(O)cc2O)cc1 | -13
COC(=O)/C(C#N)=C1\NC(C)=NC(SC)=C1C#N | -1

Remaining list, next part
Structure | ROS inducer
C[C@@H]1CCCCO[C@H](CN(C)C(=O)Nc2ccccc2)[C@@H](C)CN([C@H](C)CO)C(=O)c2cc(NC(=O)Nc3cccc4ccccc34)ccc2O1 | 41
Cc1noc(C)c1NC(=O)N(C)C[C@H]1Oc2c(NC(=O)C3CCCCC3)cccc2C(=O)N([C@@H](C)CO)C[C@H]1C | -2
C[C@@H]1CN([C@@H](C)CO)C(=O)c2cc(NS(=O)(=O)c3ccccc3)ccc2O[C@H]1CN(C)CC1CC1 | -13
COc1ccc(NC(=O)Nc2cccc3c2O[C@H](CN(C)S(=O)(=O)c2cccs2)[C@@H](C)CN([C@H](C)CO)C3=O)cc1 | 18
C[C@H]1CN([C@@H](C)CO)C(=O)Cc2cc(NS(C)(=O)=O)ccc2O[C@H]1CN(C)S(C)(=O)=O | -7
C[C@H]1CN([C@@H](C)CO)C(=O)c2cc(NS(=O)(=O)c3cn(C)cn3)ccc2O[C@H]1CN(C)S(=O)(=O)c1ccccc1 | 8
CCCOc1cc(N)ccc1C(=O)OCCN(CC)CC | -6
O=C(O)c1cccc(COc2ccc(CO)cc2Cl)c1 | 5
CC(C)NC(=O)Nc1ccc2c(c1)CC(=O)N([C@H](C)CO)C[C@H](C)[C@H](CN(C)CC1CC1)O2 | 11
C[C@@H]1CN([C@@H](C)CO)C(=O)CCCn2nncc2CO[C@@H]1CN(C)S(=O)(=O)c1ccc(-n2cccn2)cc1 | 0
C[C@H]1CN([C@@H](C)CO)C(=O)Cc2cc(N(C)C)ccc2O[C@@H]1CN(C)S(=O)(=O)c1ccc(Cl)cc1 | 19
CCn1cc(CN(Cc2ccccc2)C(=S)Nc2cc(C)ccc2C)c2ccccc21 | -27
Cc1ccc(-c2nnc(SCC(=O)Nc3ccc(Br)cc3C(C)C)o2)cc1 | -10
C[C@H](CO)N1C[C@H](C)[C@@H](CN(C)C(=O)c2cc(-c3ccccc3)on2)OCc2cn(nn2)CCCC1=O | 31
COc1cc(OC)c(C2=NOC(C(=O)Nc3cnn(C45CC6CC(CC(C6)C4)C5)c3)C2)cc1Cl (stereo unspecified) | 57
C[C@@H]1CN([C@H](C)CO)C(=O)c2cccc(NC(=O)Nc3ccc(F)cc3)c2O[C@H]1CN(C)Cc1ccc(C(=O)Nc2ccccc2N)cc1 | 18
COc1ccc(C(=O)NCCCSc2nc(C(C)(C)C)cc(C(F)(F)F)n2)cc1 | 4
C[C@H](CO)N1C[C@H](C)[C@H](CN(C)C(=O)NC2CCCCC2)Oc2c(NC(=O)C3CC3)cccc2C1=O | -9
COc1cccc(C2CC(=O)NC(SCC(=O)Nc3ccccc3Cl)=C2C#N)c1OC (stereo unspecified) | 1
O=C(CSc1nnc(-c2ccccc2)n1-c1ccccc1)Nc1ccccc1C(F)(F)F | -7
CC(C)c1cnc(NC(=O)Cc2ccccc2)s1 | 69
CNC[C@@H]1Oc2c(NC(=O)Nc3ccccc3)cccc2C(=O)N([C@H](C)CO)C[C@H]1C | -5
O=C(O)CCNC(=O)c1ccco1 | -4
Cc1noc(C)c1S(=O)(=O)Nc1cccc2c1O[C@H](CN(C)CC1CCCCC1)[C@H](C)CN([C@H](C)CO)C2=O | 7
COc1ccc(C[C@H](N)C(=O)N[C@@H]2[C@@H](CO)OC(n3cnc4c(N(C)C)ncnc43)[C@@H]2O)cc1 (stereo partly specified) | -4
COc1ccc(C(O)c2nccn2Cc2ccccc2)cc1OC (stereo unspecified) | -17
Cc1noc(C)c1NC(=O)Nc1ccc2c(c1)CC(=O)N([C@H](C)CO)C[C@@H](C)[C@H](CN(C)Cc1ccc3c(c1)OCO3)O2 | -3
C[C@H]1CN([C@@H](C)CO)C(=O)c2cccc(NC(=O)Nc3ccc(F)cc3)c2O[C@H]1CN(C)S(=O)(=O)c1ccc(F)cc1 | 4
C[C@@H]1CN([C@H](C)CO)C(=O)Cc2cc(NS(=O)(=O)c3cccs3)ccc2O[C@@H]1CN(C)Cc1ccccc1 | 3
C[C@@H]1CN([C@@H](C)CO)C(=O)CCCn2cc(nn2)CO[C@H]1CN(C)C(=O)Nc1cccc(Oc2ccccn2)c1 | 4

As a short view, part of the list above:
Structure | ROS inducer
COc1ccc(C(=O)NCCCSc2nc(C(C)(C)C)cc(C(F)(F)F)n2)cc1 | 4
C[C@H](CO)N1C[C@H](C)[C@H](CN(C)C(=O)NC2CCCCC2)Oc2c(NC(=O)C3CC3)cccc2C1=O | -9
COc1cccc(C2CC(=O)NC(SCC(=O)Nc3ccccc3Cl)=C2C#N)c1OC (stereo unspecified) | 1
O=C(CSc1nnc(-c2ccccc2)n1-c1ccccc1)Nc1ccccc1C(F)(F)F | -7
CC(C)c1cnc(NC(=O)Cc2ccccc2)s1 | 69
CNC[C@@H]1Oc2c(NC(=O)Nc3ccccc3)cccc2C(=O)N([C@H](C)CO)C[C@H]1C | -5
O=C(O)CCNC(=O)c1ccco1 | -4
Cc1noc(C)c1S(=O)(=O)Nc1cccc2c1O[C@H](CN(C)CC1CCCCC1)[C@H](C)CN([C@H](C)CO)C2=O | 7
COc1ccc(C[C@H](N)C(=O)N[C@@H]2[C@@H](CO)OC(n3cnc4c(N(C)C)ncnc43)[C@@H]2O)cc1 (stereo partly specified) | -4
COc1ccc(C(O)c2nccn2Cc2ccccc2)cc1OC (stereo unspecified) | -17
Cc1noc(C)c1NC(=O)Nc1ccc2c(c1)CC(=O)N([C@H](C)CO)C[C@@H](C)[C@H](CN(C)Cc1ccc3c(c1)OCO3)O2 | -3
C[C@H]1CN([C@@H](C)CO)C(=O)c2cccc(NC(=O)Nc3ccc(F)cc3)c2O[C@H]1CN(C)S(=O)(=O)c1ccc(F)cc1 | 4
C[C@@H]1CN([C@H](C)CO)C(=O)Cc2cc(NS(=O)(=O)c3cccs3)ccc2O[C@@H]1CN(C)Cc1ccccc1 | 3
C[C@@H]1CN([C@@H](C)CO)C(=O)CCCn2cc(nn2)CO[C@H]1CN(C)C(=O)Nc1cccc(Oc2ccccn2)c1 | 4
